Screening data: PubChem, National Center for Advancing Translational Sciences (NCATS)
FEN1 inhibitor – human FEN1 inhibition; Potency, µM (doses to about 114 µM), for the others: top-dose activity change, negative = inhibition, hits mostly inhibitors; 390,000 compounds, 0.35% hits; P39748; AID 588795; Recombinant FEN1 flap cleavage, fluorescence, 15 min; further: nearly all actives have a fitted effect of over 65% in size
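Recombinant FEN1 (10 nM) was preincubated with pin-transferred compounds for 15 min at room temperature, then flap DNA substrate (50 nM final) was added. Plates were read at 0 and 15 min, and normalized concentration–response data were fitted to a four-parameter Hill equation.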
GCN5L2 inh – blocks human GCN5L2 histone acetyltransferase. GCN5L2 HAT assay, ThioGlo1 CoA-SH fluorescence. Potency, µM (highest dose often 58.9 µM), without a hit: at the top dose activity change, negative = inhibition, actives largely listed as inhibitors. 390,000 compounds, 0.21% hits
Target sequence (Q92830 whole entry, looked up): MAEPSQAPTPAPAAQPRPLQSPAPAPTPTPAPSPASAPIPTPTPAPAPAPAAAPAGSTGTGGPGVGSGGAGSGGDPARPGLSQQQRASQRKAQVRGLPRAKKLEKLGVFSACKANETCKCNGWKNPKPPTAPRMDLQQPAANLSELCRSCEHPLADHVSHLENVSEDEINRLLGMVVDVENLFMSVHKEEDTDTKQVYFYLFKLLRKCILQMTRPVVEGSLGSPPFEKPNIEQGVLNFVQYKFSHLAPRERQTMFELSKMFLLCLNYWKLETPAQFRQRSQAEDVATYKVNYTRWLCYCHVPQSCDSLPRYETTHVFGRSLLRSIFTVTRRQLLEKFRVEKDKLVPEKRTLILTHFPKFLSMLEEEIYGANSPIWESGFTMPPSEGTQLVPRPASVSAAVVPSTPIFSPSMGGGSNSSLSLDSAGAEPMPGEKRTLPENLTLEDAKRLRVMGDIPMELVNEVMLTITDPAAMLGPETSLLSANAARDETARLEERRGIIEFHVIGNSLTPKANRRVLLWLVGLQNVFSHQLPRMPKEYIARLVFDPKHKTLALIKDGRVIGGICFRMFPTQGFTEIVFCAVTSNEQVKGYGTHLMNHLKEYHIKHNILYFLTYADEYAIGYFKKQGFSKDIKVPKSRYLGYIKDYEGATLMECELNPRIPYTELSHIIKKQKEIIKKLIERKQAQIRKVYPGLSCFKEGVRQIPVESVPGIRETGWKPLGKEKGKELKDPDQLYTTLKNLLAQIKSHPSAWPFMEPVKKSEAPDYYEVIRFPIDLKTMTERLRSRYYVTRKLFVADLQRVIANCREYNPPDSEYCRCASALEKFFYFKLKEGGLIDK
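Titration-based screen in which CoA formation is detected via maleimide probe ThioGlo1 (50uM) turning fluorescent on thiol reaction; substrates H3(1-25) 75uM and acetyl-CoA 70uM, GCN5L2 20nM, 20 min incubation at room temperature.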
N370S GC mod – inhibits or activates N370S mutant glucocerebrosidase; P04062; N370S GC spleen homogenate, 4MU-glucoside fluorescence; Potency, µM (titrated, usually from 59.4 µM), inactives show at the top dose activity change, negative = inhibition, most hits filed as inhibitors; 330,000 compounds, 0.092% hits;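 further: 0% = full enzyme activity and -100% = no enzyme basal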
* marks the source's active call; other numbers are inactive results; ? = inconclusive; / = not tested or not shown. The call rests on the fitted dose curve; in most records, active means well fitted curve in the direction sought with a large enough effect; inconclusive means small, poorly fitted or top-dose-only effect, or another doubt; inactive means no such curve, though single readings can be large; an effect the other way counts as inactive or inconclusive. Unless noted, on the % scale 0 is the no-effect control and ±100 the full control effect; potency means the concentration at half of the fitted maximal effect. Some of the compounds tested; the hit share may differ from the screen's.

Under each structure: N370S GC mod	FEN1 inhibitor	GCN5L2 inh
COCC(C)NC(=O)c1ccc(-n2nc(C(F)(F)F)cc2-c2cccs2)cc1 (stereo not given)
→ 0%	-14%	1%
Cc1onc(-c2ccccc2)c1C(=O)N/N=C/c1ccc([N+](=O)[O-])s1
→ -16%	7%	0%
COc1ccc2nc(SCC(=O)Nc3ccc4sc(C)nc4c3)c(C#N)cc2c1
→ 6%	8%	-5%
CN1CCN(/N=C/c2ccc(-c3ccc([N+](=O)[O-])cc3)o2)CC1
→ -14%	-20%	-1%
CCn1cc(CN2CCCC(CO)(Cc3ccc(F)cc3)C2)c2ccccc21 (stereo not given)
→ 2%	3%	-3%
Cc1[nH]cnc1CSCc1ccc(F)cc1
→ -14%	-4%	-2%
CCOC(=O)Cc1nc(-c2ccc(Cl)cc2)n[nH]1
→ 1%	3%	-8%
O=C(CSc1nnc(NC2CCCCC2)s1)NCc1ccco1
→ -8%	4%	-5%
N#CCn1cc(/C=N/NC(=O)c2cc3c(ccc4ccccc43)o2)c2ccccc21
→ 13%	-11%	2%
CCOC1OC(=O)C(Cl)=C1Nc1ccccc1C (stereo not given)
→ 6%	0%	-5%
Cc1ccc(S(=O)(=O)Nc2cc3c(cc2NCc2ccccc2)n(C)c(=O)n3C)c(C)c1
→ /	-7%	-13%
Cc1nc2ccc(NC(=O)c3oc4ccc(F)cc4c3C)cc2s1
→ /	8%	-4%
Cc1cc(C)cc(N(CC(=O)Nc2ccccc2)C2=NC3CS(=O)(=O)CC3S2)c1 (stereo not given)
→ -8%	1%	0%
CCN=C1NN=C(c2ccc(C)cc2)CS1
→ 7%	0%	-11%
CCCN1C2=NS(=O)(=O)CCN2c2ccccc21
→ 6%	5%	0%

Part of the list above, as tab-separated lines:
molecule	N370S GC mod	FEN1 inhibitor	GCN5L2 inh
Cc1cc(C)cc(N(CC(=O)Nc2ccccc2)C2=NC3CS(=O)(=O)CC3S2)c1 (stereo not given)	-8%	1%	0%
CCN=C1NN=C(c2ccc(C)cc2)CS1	7%	0%	-11%

(list continues)
Under each structure: N370S GC mod	FEN1 inhibitor	GCN5L2 inh
NNC(=O)CCc1nc2ccccc2[nH]1
→ -20%	/	-4%
Cn1c(-n2c(CCN3C(=O)c4ccccc4C3=O)nc3ccccc3c2=O)nc2ccccc21
→ 0%	/	4%
COc1cccc(-c2nn(-c3ccccc3)cc2CN(C)C(C)c2ccon2)c1 (stereo not given)
→ -2%	-13%	0%
CSc1ccc(S(=O)(=O)NCC(=O)OC(C)C(=O)NCc2ccccc2)cc1[N+](=O)[O-] (stereo not given)
→ -5%	8%	1%
CCC1(Cc2ccccc2)NC(=O)c2ccccc2O1 (stereo not given)
→ 7%	0%	-6%
COc1cc(S(=O)(=O)N(C)C2CCCCC2)c(C)cc1C
→ 1%	8%	1%
Cc1ccc(N(C(=O)CNC(=O)c2ccco2)C(C(=O)NC2CCCC2)c2ccncc2)cc1F (stereo not given)
→ -4%	-1%	-7%
O=C1CC(c2cccnc2)c2cc3c(cc2N1)OCO3 (stereo not given)
→ 20%	-4%	1%
Cc1ccccc1NC(=O)c1cnc2ccccn2c1=O
→ 6%	-17%	-8%
Cn1ncc(Br)c1C(=O)N1CCOCC1
→ -3%	1%	0%
COc1ccc(N2C(=O)C(Cl)=C(N3CCCC3)C2=O)cc1
→ 13%	-1%	-6%
CCCc1nc(SCC(=O)Nc2cc(Cl)ccc2OC)c2c(=O)n(C)c(=O)n(C)c2n1
→ 5%	/	-1%
Cc1ccc(S(=O)(=O)Nc2c(C)n(C)n(-c3ccccc3)c2=O)cc1C(=O)NCc1ccccn1
→ -4%	3%	1%
COc1ccc2nc3cccc(OC)c3nc2c1
→ -11%	?	-16%
Cc1ccc(C(=O)Nc2cccc(S(=O)(=O)N(C)c3ccccc3)c2)o1
→ /	-11%	-10%

An excerpt from above in order of the N370S GC mod value, rising.
mol | N370S GC mod | GCN5L2 inh
Cc1ccc(S(=O)(=O)Nc2c(C)n(C)n(-c3ccccc3)c2=O)cc1C(=O)NCc1ccccn1 | -4% | 1%
Cn1c(-n2c(CCN3C(=O)c4ccccc4C3=O)nc3ccccc3c2=O)nc2ccccc21 | 0% | 4%
CCCc1nc(SCC(=O)Nc2cc(Cl)ccc2OC)c2c(=O)n(C)c(=O)n(C)c2n1 | 5% | -1%
Cc1ccccc1NC(=O)c1cnc2ccccn2c1=O | 6% | -8%
CCC1(Cc2ccccc2)NC(=O)c2ccccc2O1 (stereo not given) | 7% | -6%
COc1ccc(N2C(=O)C(Cl)=C(N3CCCC3)C2=O)cc1 | 13% | -6%

Later entries
Under each structure: N370S GC mod	FEN1 inhibitor	GCN5L2 inh
CCOCC(=O)Nc1cccc(C(=O)OCC)c1
→ -7%	4%	-11%
c1ccc(-c2cn3c(n2)SCC3)cc1
→ 8%	-2%	-1%
COC(=O)C(NC(=O)COc1ccccc1)(Nc1nc2c(s1)CCCC2)C(F)(F)F (stereo not given)
→ 12%	-21%	0%
COc1ccccc1Nc1nc(-c2sc(NC(=O)c3cccc(Cl)c3)nc2C)cs1
→ -22%	/	-19%
Cc1cccc(C)c1NC(=O)N1CCC(n2cnc3ccccc32)CC1
→ 6%	6%	?
O=C(c1ccc(CS(=O)(=O)c2c(Cl)cccc2Cl)o1)N1CCN(c2ccccc2)CC1
→ /	1%	-14%
Cc1ccc(S(=O)(=O)Nc2cc(C(C)C)c(O)cc2C)cc1
→ 6%	2%	2%
Cc1ccc(S(=O)(=O)N(C)CCCC(=O)N2CCCCC2)cc1
→ -2%	7%	-15%
COC(=O)c1ccc(CSC2=NCCS2)cc1
→ 2%	-12%	-1%
CS(=O)(=O)c1ccc(C2=C(c3ccccc3)C(=O)OC2)cc1
→ 5%	-7%	9%
CCCS(=O)(=O)c1nnnn1-c1cccc(OC)c1
→ 3%	5%	-21%
O=C1S/C(=C\c2ccc(O)c([N+](=O)[O-])c2)C(=O)N1Cc1cccc([N+](=O)[O-])c1
→ -23%	?	?
O=C(Nc1ccc2c(c1)OCCO2)c1ccc2ccccc2n1
→ 14%	7%	-9%
COc1ccc(NC(=S)c2ccc(N(C)C)cc2)cc1
→ 0%	12%	-5%
Cc1c(N=Cc2ccc(O)c(Br)c2)cccc1[N+](=O)[O-]
→ 12%	8%	-2%
Cc1ccccc1C(=O)NCC(=O)OCC(=O)NC(C)C1CC2CCC1C2 (stereo not given)
→ /	-1%	-4%
COc1ccc2nc(SCC(=O)Nc3ccccc3)[nH]c2c1
→ -2%	-1%	-8%
CN(C)C(CNC(=O)c1cccs1)c1cccnc1 (stereo not given)
→ -3%	0%	-4%
CCN(CC)S(=O)(=O)c1ccc(N2CCCCC2)c(C(=O)Nc2ccccc2N2CCOCC2)c1
→ /	-12%	-3%
CCc1sc(C(=O)N2CCN(S(C)(=O)=O)CC2)cc1Br
→ 21%	3%	-16%
Cc1cc(C(F)F)nn1CC(=O)Nc1cc([N+](=O)[O-])ccc1F
→ -1%	0%	-1%
COc1ccc(N2C(=O)CSC2c2ccccc2F)c(OC)c1 (stereo not given)
→ -9%	-4%	2%
Cc1ccccc1-n1c(SCC(=O)Nc2ccccc2)nc2nc3c(cc2c1=O)CCCC3
→ ?	-3%	-3%
O=C(c1cc2cc(Br)cc(Br)c2oc1=O)N1CCOCC1
→ -2%	6%	-1%
COc1ccccc1CCC(=O)OCC(=O)Nc1c(C)nn(-c2ccccc2)c1C
→ -2%	35%	-2%
COc1ccc(OC)c(-n2c(=S)[nH]c3c(sc(=S)n3-c3ccccc3C)c2=O)c1
→ 7%	4%	-10%
CCNC(=S)N/N=C/c1ccco1
→ 10%	-1%	-9%
COc1cc(OC)c(/C=N/n2c(C3CCCCC3)n[nH]c2=S)c(OC)c1
→ 2%	1%	3%
CCOc1ccccc1NC(=O)CSc1nc2c(c(=O)n1C)SC(C)C2 (stereo not given)
→ ?	-18%	-6%
FC(F)(F)c1nnc2sc(-c3ccccn3)nn12
→ 4%	-8%	0%
CCOc1cccc(-c2nc(C(N)=O)c3[nH]c(=O)n(-c4cccc(Cl)c4)c3n2)c1O
→ -2%	1%	2%
CCOC(=O)Cn1nc(C)c(NC(=O)COc2ccc(Cl)cc2C)c1C
→ /	-3%	-8%
Cc1ccc(-c2cn3cccnc3n2)cc1
→ ?	-5%	-26%
O=c1cc2nc(-c3ccccc3)nc(SCCOc3ccc(Cl)cc3)n2[nH]1
→ /	-16%	-14%
Cc1cc(-c2nnc(CCC(=O)NCc3ccc(OC(F)(F)F)cc3)o2)no1
→ 1%	-1%	-9%
CCc1ccc(OCC(=O)NNC(=O)c2cc(S(=O)(=O)N(C)C)ccc2N2CCCC2)cc1
→ 1%	-5%	-3%
O=C(c1cccs1)N(c1ccc(F)cc1)C1C=CS(=O)(=O)C1 (stereo not given)
→ 4%	-2%	-8%
COC(=O)c1cc(C(=O)OC)cc(-n2c(C)cc(C(=O)COC(=O)CNS(=O)(=O)c3ccc(C)cc3)c2C)c1
→ -7%	-12%	-8%
CC12CCC3(CO)COC(c4ccccc4O1)C2C3 (stereo not given)
→ -6%	1%	-2%
O=c1c2ccccc2nc(-c2ccc(Br)cc2)n1Cc1ccccc1
→ 8%	-3%	-8%
C=CCn1c(=O)c2ccccc2n2c(SC(C)C(=O)Nc3nc(-c4ccccc4)cs3)nnc12 (stereo not given)
→ 2%	-3%	1%
C/C(=N\NC(=O)CNC(=O)c1cccc(F)c1)c1ccc2ccccc2c1
→ 5%	-10%	-4%
O=C(COc1ccc([N+](=O)[O-])cc1)NNC(=O)c1cccs1
→ -26%	-9%	-5%
CC(C)(C)OC(=O)CNC(=O)c1nc[nH]c1C(=O)NCc1ccc(CNC(=O)OC(C)(C)C)cc1
→ -3%	-32%	-22%
Cc1ccc(CONC(=O)c2ccc([N+](=O)[O-])cc2)cc1
→ /	-15%	-6%
CC1C(=O)N2CCCc3cc(NC(=O)C(=O)NCc4ccc5c(c4)OCO5)cc1c32 (stereo not given)
→ 2%	-4%	-14%
CSCCC(NC(=O)c1ccccc1Cl)C(=O)NCC(c1ccco1)N1CCCCC1 (stereo not given)
→ 1%	16%	2%
COCCN1CCN(C(=O)C2CCC(=O)N(Cc3ccc(Cl)cc3)C2)CC1 (stereo not given)
→ 0%	1%	-4%
COc1ccccc1CCNC(=O)Cc1c(C)c2ccc(O)cc2oc1=O
→ /	4%	-18%
O=C(O)c1ccc(Nc2nc3ccccc3nc2NS(=O)(=O)c2ccc(F)cc2)cc1
→ 0%	5%	-13%
Cc1ccc(S(=O)(=O)NN2C(=O)/C(=C/c3cccs3)SC2=S)cc1
→ 16%	-2%	-26%
NC(=O)c1cc(S(=O)(=O)NCc2ccc(F)cc2)cs1
→ -8%	-1%	-10%
CCN(CC)CC(O)CN1C(=O)NC(C)(C)C1=O (stereo not given)
→ 1%	-3%	-5%
CCOC(=O)C1CCN(C(=O)Nc2ccc3oc(C)nc3c2)CC1
→ 0%	-5%	-2%
Cc1ccc(-c2nnc(N3CCC(C)CC3)c3ccccc23)cc1C
→ ?	-12%	-13%
C/C(=N\NC(=O)CNC(=O)C(c1ccccc1)c1ccccc1)c1ccc(C)cc1
→ -2%	/	0%
Cc1cc(C)cc(N(CC(=O)NC2CCCCC2)C(=O)c2csnn2)c1
→ -4%	-1%	0%
Cc1c(C(=O)N2CCOCC2)c(S(=O)(=O)Nc2ccc(C(C)C)cc2)c(C)n1C
→ -1%	19%	-1%
CNC(=S)Nc1cc(C)ccc1OC(F)F
→ 6%	17%	-6%
Cc1cc(=O)n2[nH]c(C)c(-c3ccc(Cl)cc3)c2n1
→ 6%	8%	-9%

Continued.
Under each structure: N370S GC mod	FEN1 inhibitor	GCN5L2 inh
Cc1ccccc1OCC(=O)OCC(=O)Nc1ccc(S(N)(=O)=O)cc1
→ -4%	-6%	-4%
O=C(c1ccc(N2CCCCS2(=O)=O)cc1)N1CCN(c2ccccc2F)CC1
→ -4%	-14%	-4%
Cc1cc(S(=O)(=O)N2CCN(c3ccccc3F)CC2)ccc1-n1cnnn1
→ -6%	-8%	-2%
O=C(O)c1oc2ccccc2c1CSc1ccccn1
→ 2%	-8%	-4%
CCN1CCCC1CNC(=O)C(=O)Nc1ccccc1OC (stereo not given)
→ 13%	7%	-1%
COc1ccccc1OCC(=O)Nc1ccc(S(=O)(=O)Nc2nccs2)cc1
→ -6%	-1%	-4%
O=C(CCCSc1nc2ccccc2c(=O)[nH]1)c1ccc(F)cc1
→ 14%	-11%	-8%
O=C(NCCCO)C(=O)NCC(c1ccc2c(c1)OCO2)N1CCOCC1 (stereo not given)
→ /	23%	1%
CSc1nc(N2CCOCC2)c2ccccc2n1
→ 11%	-19%	-3%
NC(=S)N/N=C/c1ccc(C23CC4CC(CC(C4)C2)C3)cc1
→ 1%	2%	-13%
O=C(Nc1cccc(Br)c1)c1ccc(OC2CSC2)cc1
→ 17%	/	-5%
COc1ccc(S(=O)(=O)N2CCOCC2)cc1C(=O)Nc1cc(C)on1
→ -2%	0%	-4%
O=C(NNc1c([N+](=O)[O-])cc(C(F)(F)F)cc1[N+](=O)[O-])c1ccco1
→ -7%	8%	?
CCc1nnc(NC(=O)C2CCC2)s1
→ -7%	8%	1%
